# High-throughput results deposited in PubChem BioAssay by National Center for Advancing Translational Sciences (NCATS).
# BRCT inh green – BRCA1 BRCT-phosphoprotein interaction inhibition; P38398; BRCA1 BRCT-phosphopeptide binding, green fluorescence polarization; Potency, µM (series often up to 76.9 µM), inactives show at the top dose activity change, negative = inhibition, hits mostly inhibitors; hit rate 0.05% among 75,000; AID 875;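 also: potency is read from the fitted curve at half-maximal effect; plate controls were peptide without protein for full effect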
#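 Compounds were incubated for 12 min at room temperature with a complex of 100 nM fluorescein-tagged pBACH1 decapeptide and 250 nM His-tagged BRCT protein. Buffer was phosphate pH 7.3 with EDTA, DTT and Tween 20. Disruption of binding lowers the polarization signal.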
# Epigenetic mod – epigenetic modulators derepressing GFP locus in mouse cells; mouse C127i GFP locus derepression, cytometry, 30 h; Potency, µM (series often up to 46.1 µM), for inactives: at the top dose GFP derepression (activation); hit rate 0.09% among 68,000; also: % of control where 0% means no effect
#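 Read-out is the number of GFP-positive cells, scored as fluorescent objects 20 to 120 um wide, reflecting derepression of a silenced CMV-GFP reporter in murine C127i cells after 30 h compound exposure at 37 C.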
# HADH2 inhib – blocks human hydroxyacyl-CoA dehydrogenase type II; Q99714; recombinant HADH2, NADH fluorescence, beta-hydroxybutyryl-CoA; Potency, µM (top dose mostly 57.1 µM), for inactives: at the highest dose activity change, negative = inhibition, hits mostly inhibitors; hit rate 3.4% among 73,000; AID 886; also: potency is read from the fitted curve at half-maximal effect; % is scaled to controls: 0 for no effect and ±100 for the full control effect; nearly all actives have a fitted effect of over 60% in size; many of its hits are not listed in these tables
# Target sequence (Q99714 whole entry, looked up, one chain of several): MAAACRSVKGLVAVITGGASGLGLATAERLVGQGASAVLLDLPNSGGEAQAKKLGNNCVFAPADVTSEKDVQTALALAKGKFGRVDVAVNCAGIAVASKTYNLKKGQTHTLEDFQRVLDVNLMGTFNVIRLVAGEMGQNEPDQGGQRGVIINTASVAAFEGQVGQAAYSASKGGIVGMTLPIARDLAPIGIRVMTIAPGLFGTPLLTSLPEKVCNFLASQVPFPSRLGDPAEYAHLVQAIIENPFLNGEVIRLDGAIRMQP
#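 Read-out: 360 nm excitation, 450 nm emission, kinetic over 4 min. Conditions: His-tagged human HADH2 20 nM, pH 9.0 Tris with Tween-20, 1 mM NAD+, 90 uM beta-hydroxybutyryl-CoA.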
# HBB splice mod – hemoglobin beta splicing modulation. HBB splicing reporter cell assay, activation; EGFP reporter with mutant IVS2-654 intron; response scale: normalised to 500 nM splice-correcting PNA. Potency, µM (titrated, usually from 46.1 µM), for inactives: top-dose activation, usual class: activators. hit rate 0.06% among 65,000; also: potency is read from the fitted curve at half-maximal effect; 0% is about no effect
#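 Compounds were applied for 2 days to HeLa EGFP-654 cells, 500/well in Optimem with 2% FCS. The reporter's EGFP is disrupted by mis-splicing of beta-globin intron IVS2-654. Readout: summed well GFP fluorescence from 488 nm laser scanning; reference was 500 nM antisense […] 654 PNA.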
# CRE-bla Fsk – alters forskolin-stimulated CRE reporter signaling in CHO cells | Potency, µM (series often up to 38.2 µM), without a hit: at the top dose activity change, negative = inhibition, usual class: activators | hit rate 2.5% among 71,000 | AID 662 | CHO CRE-bla reporter (cAMP response element driving beta-lactamase), forskolin EC10, beta-lactamase ratio; active = well fitted activation curve with a large enough effect in the signal ratio, with a control signal flat, not every such curve was filed as active; inconclusive = small, poorly fitted or top-dose-only effect, or effect the other way, or a change in a side signal; the % refers to the signal ratio; also: potency is read from the fitted curve at half-maximal effect; % of control where 0% means no effect
#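 qHTS titration format; CRE-bla CHO reporter; stimulus EC10 NKH 477, a water-soluble forskolin. Read: CCF4 460/530 nm ratio. Potency expressed as AC50 for activators or inhibitors.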
# USP2a inhib – USP2a (human) protease inhibition; O75604; USP2a enzymatic assay, qHTS inhibition; Potency, µM (highest dose often 38.3 µM), for the others: top-dose activity change, negative = inhibition, most hits filed as inhibitors; hit rate 0.1% among 60,000; AID 927;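 also: potency is read from the fitted curve at half-maximal effect; nearly all actives have a fitted effect of over 60% in size; plate controls were DMSO for no effect and NEM full inhibition control for full effect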
# Target sequence (O75604 whole entry, looked up): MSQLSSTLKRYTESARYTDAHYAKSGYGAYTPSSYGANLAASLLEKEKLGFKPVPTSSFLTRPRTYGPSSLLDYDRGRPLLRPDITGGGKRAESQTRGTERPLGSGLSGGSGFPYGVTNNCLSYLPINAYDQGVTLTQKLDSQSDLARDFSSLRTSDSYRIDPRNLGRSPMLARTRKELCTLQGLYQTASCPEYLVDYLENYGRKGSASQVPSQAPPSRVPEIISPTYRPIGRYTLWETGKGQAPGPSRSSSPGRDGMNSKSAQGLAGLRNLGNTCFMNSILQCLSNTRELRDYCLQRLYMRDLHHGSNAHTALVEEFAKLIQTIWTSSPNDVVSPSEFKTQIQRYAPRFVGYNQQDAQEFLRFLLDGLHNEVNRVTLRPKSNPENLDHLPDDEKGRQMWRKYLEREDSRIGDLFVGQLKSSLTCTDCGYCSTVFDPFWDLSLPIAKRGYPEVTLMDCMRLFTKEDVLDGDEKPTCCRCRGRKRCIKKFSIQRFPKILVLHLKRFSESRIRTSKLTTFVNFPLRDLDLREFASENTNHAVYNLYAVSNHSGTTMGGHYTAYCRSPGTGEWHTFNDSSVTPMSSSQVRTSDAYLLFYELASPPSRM
#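 Inhibition is measured in a cell-free coupled assay with 20 nM USP2 core, 20 nM Ub-PLA2 and 20 uM NBD C6-HPC, 2.5 h incubation. Activity normalized to NEM control.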
# BRCT PPI red – disrupts BRCA1 BRCT binding to phosphoprotein, red fluorophore readout; Potency, µM (top dose mostly 76.9 µM), without a hit: at the highest dose activity change, negative = inhibition, actives largely listed as inhibitors; BRCT-phosphopeptide binding, red fluorescence polarization; hit rate 0.03% among 75,000; also: % is scaled to controls: 0 for no effect and ±100 for the full control effect
#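 Rhodamine-labelled pBACH1 10-mer (100 nM) bound to BRCT domain (100 nM) at pH 7.3; compounds incubated 12 min room temperature, polarization read. Free peptide defines full inhibition; unlabelled decapeptide titrated as control.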
# Ub-GFP proteasome – ubiquitin-GFP accumulation via proteasome inhibition; Potency, µM (titrated, usually from 45.9 µM), without a hit: at the top dose activation (GFP accumulation), usual class: activators; Ubiquitin-GFP reporter cells, proteasome inhibition, GFP fluorescence; response scale: untreated = 0%, 10 µM MG-132 = 100%; AID 526; 67,000 tested, under 10 active; active = well fitted activation curve with a large enough effect, not every such curve was filed as active; inconclusive = small, poorly fitted or top-dose-only effect, or another doubt; inactive = no such curve, though single readings can be large or run the other way; also: potency is read from the fitted curve at half-maximal effect
#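 U2OS cells stably expressing ubiquitin(G76V)-GFP, seeded overnight in 0.5% FBS medium, were exposed to compounds (qHTS, 46 uM to 2.9 nM) for 4 hr at 37 °C. GFP-positive cells were counted by laser cytometry (488 ex/515 em), normalized between basal and 10 uM MG-132.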
# ALOX15 inhib – inhibitors of human 15-lipoxygenase (ALOX15); P16050; purified 15hLO-1, xylenol orange hydroperoxide absorbance; Potency, µM (top dose mostly 57.1 µM), for inactives: top-dose activity change, negative = inhibition, usual class: inhibitors; hit rate 1.4% among 74,000; also: potency is read from the fitted curve at half-maximal effect; % is scaled to controls: 0 for no effect and ±100 for the full control effect; nearly all actives have a fitted effect of over 55% in size
#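 Inhibition is scored from a chromogenic endpoint. After 15 min enzyme-compound contact, arachidonic acid (50 uM final) reacts 6 min with 40 nM 15hLO-1 at room temperature, then Fe-XO reagent is added for 30 min and absorbance ratio recorded.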
# Pol III holo inh – blocks replication by bacterial DNA polymerase III holoenzyme. reconstituted DNA polymerase III holoenzyme replication, biochemical. Potency, µM (titrated, usually from 57.1 µM), without a hit: top-dose activity change, negative = inhibition. hit rate 0.25% among 71,000. AID 603; also: potency is read from the fitted curve at half-maximal effect; % is scaled to controls: 0 for no effect and ±100 for the full control effect
#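 Reconstituted *E. coli* holoenzyme (0.35 nM Pol III, 1 nM beta, 154 nM SSB, 2 nM primase) was preincubated with compound for 15 min at RT. Synthesis on 1.4 nM ssM13Gori ran 35 min, then was stopped with PicoGreen/EDTA and read as dsDNA fluorescence.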
# Hsp90 Hop PPI – changes Hsp90-Hop TPR2A binding signal, up or down; Potency, µM (highest dose often 57 µM), inactives show at the highest dose activity change, negative = inhibition; hit rate 0.44% among 71,000; AlphaScreen TPR2A-His6 binding biotin-Hsp90 C-terminal peptide; active = well fitted curve in either direction with a large enough effect; inconclusive = small, poorly fitted or top-dose-only effect, or another doubt; also: potency is read from the fitted curve at half-maximal effect; % is scaled to controls: 0 for no effect and ±100 for the full control effect; many of its hits are not listed in these tables
# The depositor's hits bear a star; ? = inconclusive; . = not tested or not shown; [ ] = another dose, or the depositor's remark. Unless noted, calls follow the shape of the dose curve; as a rule, active = well fitted curve in the direction sought with a large enough effect; inconclusive = small, poorly fitted or top-dose-only effect, or another doubt; inactive = no such curve, though single readings can be large; an effect the other way counts as inactive or inconclusive.
no.	compound	BRCT inh green	Epigenetic mod	HADH2 inhib	HBB splice mod	CRE-bla Fsk	USP2a inhib	BRCT PPI red	Ub-GFP proteasome	ALOX15 inhib	Pol III holo inh	Hsp90 Hop PPI
1	COc1ccccc1-c1ccc2ncnc(NCc3cccnc3)c2c1	12%	-1%[9.22 µM]	?	-2.5%	?	27%	-2.7%	-6%	-11%	-19%	?
2	O=C(NCc1ccco1)c1cnc2ccccn2c1=O	-0.9%	.	-9%	0.9%	-4%	.	0.6%	-8%	-5%	-2%	-3%
3	CCSc1nnc(NC(=O)CSc2nc3c(c(=O)n2CC)SC(C)C3)s1 (configuration not stated)	-2.6%	2%	-9%	0.7%	17%	-3%	-0.2%	21%	-11%	-3%	3%
4	COC(=O)c1ccc(C(/C=C/[C@@H](C)C(=O)N[C@H](C)CO)NC(=O)OCc2ccccc2)cc1 (some centres not stated)	-0.7%	.	6%	0.2%	-6%	.	-0.2%	.	4%	-1%	-1%
5	Cc1cccc(-c2noc(CCC(=O)Nc3ccccc3)n2)c1	1.3%	4%	6%	-0.7%	5%	6%	0.4%	1%	1%	-4%	1%
6	CCC(=O)Nc1ccc(Cl)c(NC(=O)c2cccnc2)c1	0.0%	0%	10%	1.8%	-2%	2%	-0.5%	3%	5%	5%	-4%
7	COCCn1c(SCC(=O)Nc2sc(C)c(C)c2C#N)nnc1-c1ccc(OC)cc1	1.1%	2%	-3%	0.0%[57.5 µM]	?	.	-0.4%	-4%	-7%	3%	-3%
8	CCC(C)O (configuration not stated)	1.1%	.	4%	-0.3%	-5%	.	1.2%	.	5%	0%	-1%
9	COc1ccc(-c2nnc(SCC(=O)NC(=O)NCc3ccco3)o2)cc1	-2.8%	0%	10%	-2.8%	-5%	6%	-1.3%	-6%	-7%	-4%	-3%
10	COC(=O)c1ccc(C2/C(=C(/O)c3ccc(OC)cc3)C(=O)C(=O)N2CC2CCCO2)cc1 (configuration not stated)	-0.5%	-3%	-7%	1.0%	?	3%	-1.0%	1%	22%	-5%	-4%
11	O=C(NCc1ccccc1Cl)C1CCN(C(=O)c2sccc2-n2cccc2)CC1	-3.3%	-7%	-1%	-0.2%	-14%	.	0.2%	0%	-3%	3%	-9%
12	CC(=O)Nc1ccc(S(=O)(=O)N2CCN(CCC#N)CC2)cc1	-0.9%	2%	3%	-0.1%	-3%	.	0.7%	5%	5%	-5%	-2%
13	Nc1ccc(F)cc1F	-1.9%	.	-1%	-1.1%	-6%	.	0.8%	.	-4%	-8%	-2%
14	CC[C@H]1C2=C3C(CC[C@H]4C(OCc5ccc(F)cc5C(F)(F)F)OC[C@](C)([C@@H]34)N(C(=O)OC(C)(C)C)C2)C(COC(C)=O)C1COC(C)=O (some centres not stated)	-8.5%	.	7%	-0.3%	?	.	-0.2%	.	.	-15%	-1%
15	CCOC(=O)C1CCCN(C/C(O)=C(\C#N)c2nc(-c3ccccc3)cs2)C1 (configuration not stated)	2.0%	2%	-3%	-0.3%[0.369 µM]	-17%	22%	0.0%	.	5%	-5%	-10%
16	CN1CC2=Cc3ccccc3OC23Oc2ccccc2C=C3C1	2.9%	?	0%	0.9%[0.369 µM]	?	24%	-1.2%	.	-17%	-8%	-6%

# Some of the entries so far, with values under each structure:
# Results follow in this order: BRCT inh green, Epigenetic mod, HADH2 inhib, HBB splice mod, CRE-bla Fsk, USP2a inhib, BRCT PPI red, Ub-GFP proteasome, ALOX15 inhib, Pol III holo inh, Hsp90 Hop PPI
13: Nc1ccc(F)cc1F
 : -1.9%, ., -1%, -1.1%, -6%, ., 0.8%, ., -4%, -8%, -2%
14: CC[C@H]1C2=C3C(CC[C@H]4C(OCc5ccc(F)cc5C(F)(F)F)OC[C@](C)([C@@H]34)N(C(=O)OC(C)(C)C)C2)C(COC(C)=O)C1COC(C)=O (some centres not stated)
 : -8.5%, ., 7%, -0.3%, ?, ., -0.2%, ., ., -15%, -1%
15: CCOC(=O)C1CCCN(C/C(O)=C(\C#N)c2nc(-c3ccccc3)cs2)C1 (configuration not stated)
 : 2.0%, 2%, -3%, -0.3%[0.369 µM], -17%, 22%, 0.0%, ., 5%, -5%, -10%
16: CN1CC2=Cc3ccccc3OC23Oc2ccccc2C=C3C1
 : 2.9%, ?, 0%, 0.9%[0.369 µM], ?, 24%, -1.2%, ., -17%, -8%, -6%

# The results go on.
no.	compound	BRCT inh green	Epigenetic mod	HADH2 inhib	HBB splice mod	CRE-bla Fsk	USP2a inhib	BRCT PPI red	Ub-GFP proteasome	ALOX15 inhib	Pol III holo inh	Hsp90 Hop PPI
17	COc1cccc(CN2CCN(C(=O)c3cccc(F)c3)CC2)c1	-2.9%	-2%	5%[11.4 µM]	-2.0%[0.0738 µM]	?	-3%[7.66 µM]	0.4%	9%[9.17 µM]	-28%[11.4 µM]	1%[11.4 µM]	-6%[11 µM]
18	COc1cccc(Cn2c(=O)c(-c3cccc(C#N)c3)nc3cnc(N4CCOCC4)nc32)c1	-0.3%	-4%[9.22 µM]	-5%	0.5%	0.5µM*	171%[activator]	0.0%	-4%	10%	-2%	0%
19	CCOC(=O)c1[nH]c(C)c(C(=O)N(C)Cc2ccccc2)c1C	-2.3%	2%	4%	8.5%	29%	4%	-0.3%	2%	3%	-7%	-2%
20	Cc1nc(CSc2nc3[nH]ncc3c(=O)n2-c2ccccc2)cs1	6.9%	9%	1%	0.3%	?	7%	0.2%	-3%	1%	-3%	-7%
21	Cc1cc(S(=O)(=O)NCCN2CCOCC2)c(C)s1	1.8%	3%	14%	-0.9%	-6%	32%[activator]	0.2%	-2%	0%	-4%	-6%
22	COc1ccc(S(=O)(=O)N2C3CCC2CC(NC(=O)C2CC2)C3)cc1 (configuration not stated)	-1.5%	0%	1%	0.3%	?	3%	-1.8%	-2%	8%	-4%	-5%
23	Cn1c(CNC(=O)Nc2cccc(Cl)c2)nnc1SCc1ccccc1	-0.5%	1%	2%	-0.4%	?	17%	0.7%	1%	-8%	-4%	0%
24	Cc1ccccc1Cc1c(C)nc2c(C(=O)NCc3ccco3)cnn2c1C	6.9%	6%	32µM*	-1.8%[57.5 µM]	?	19%	1.0%	1%	-23%	-1%	-4%
25	Cc1cc(C(F)(F)F)n2nc(C(=O)O)c(Cl)c2n1	-0.9%	-2%	4%	-1.9%	3%	4%	-0.1%	8%	0%	-6%	-1%
26	COC(=O)[C@@]1(Cc2ccccc2)[C@H]2c3cc(C(=O)N(C)C)n(Cc4ccc(S(C)(=O)=O)cc4)c3C[C@H]2CN1C(=O)c1ccccc1	2.1%	.	5%	-0.1%	?	.	0.2%	.	.	2%	-4%
27	O=C(c1nc2ccccc2s1)N1CCN(c2ccccn2)CC1	-1.2%	0%	?	-0.6%	4%	0%	-0.4%	2%	1%	1%	-2%
28	C=CCn1cc(C(=O)NCCOC)c(=O)c2cc(S(=O)(=O)N(CC)CC)ccc21	2.9%	-2%	-1%	2.9%[1.84 µM]	-3%	16%	-1.8%	0%	3%	2%	-4%
29	c1ccc(-c2nnc(SCc3nc4ccccc4[nH]3)n2Cc2ccco2)nc1	-1.2%	0%	5%	-0.8%	-3%	-3%	-0.2%	1%	2%	-2%	-1%
30	Cc1oc2c(c1C(=O)NCc1cc(C(=O)O)co1)CCCC2	0.8%	-3%	?	0.6%	-6%	-1%	0.0%	1%	-1%	2%	-2%
31	O=C(c1ccc(Cl)s1)N1CCOCC1	-1.7%	2%	2%	-2.7%	?	-1%	-1.4%	9%	2%	1%	-6%
32	O=C(c1cc2ccccc2oc1=O)N(Cc1ccco1)C1CCS(=O)(=O)C1 (configuration not stated)	-3.2%	2%	-10%	-3.6%[0.369 µM]	15%	-8%	3.1%	2%	2%	-9%	-5%
33	O=C(COC(=O)Cc1cccs1)Nc1ccccc1	-2.0%	-7%	-18%	0.1%	-4%	3%	0.9%	7%	10%	-3%	1%
34	CCCCCOc1ccc(N2C(=O)CC(N(O)c3ccccc3)C2=O)cc1 (configuration not stated)	0.1%	0%	-2%	7.3%[57.5 µM]	?	4%	2.1%	-3%	-5%	-4%	-3%

# Only part of the results is shown. The share of hits here may be higher or lower than overall.
